TcdB inh – TcdB glycohydrolase inhibitors, primary screen, biochemical, single point, plate reader. inhibition, % at 9.99 µM. Toxin B (Clostridioides difficile), P18177. TcdB glycohydrolase enzymatic assay. 350,000 tested, 0.24% active. AID 652162, 2013; in the data active = inhibition above about 10%
The depositor's hits bear a star. A portion of the library; count on the stated rates, not on these rows.

no. | smiles | TcdB inh
1 | CNC[C@@H]1Oc2c(NC(=O)C3CCCCC3)cccc2C(=O)N([C@H](C)CO)C[C@@H]1C | -0.6
2 | C/C=C/c1cnc2c(c1)C(=O)N([C@H](C)CO)C[C@H](C)[C@@H](CN(C)S(=O)(=O)c1ccc(OC)cc1)O2 | 0.6
3 | O=S(=O)(c1ccc(F)cc1)N1C[C@@H]2[C@H](c3ccccc31)[C@@H](CO)N2Cc1ccccc1Cl | -0.4
4 | COCC#Cc1cnc2c(c1)C(=O)N([C@H](C)CO)C[C@@H](C)[C@H](CN(C)C(=O)c1ccc3c(c1)OCO3)O2 | -1.1
5 | CC(C)C#Cc1ccc2c(c1)O[C@H](CN(C)C(=O)c1ccncc1)[C@H](C)CN([C@@H](C)CO)S2(=O)=O | -0.9
6 | COc1ccc(NC(=O)N(C)C[C@@H]2OCCCC[C@@H](C)Oc3ccc(NC(=O)Nc4ccc(F)cc4)cc3C(=O)N([C@@H](C)CO)C[C@H]2C)cc1 | -1.2
7 | C[C@H](CO)N1C[C@H](C)[C@H](CN(C)C(=O)Nc2ccccc2)Oc2ccc(NC(=O)C3CC3)cc2CC1=O | 1.0
8 | COC(=O)C[C@H]1CC[C@@H]2NC[C@@H](O)COC[C@H]2O1 | -1.0
9 | N#C[C@@H]1[C@H](c2ccccc2-c2ccccc2)[C@H](CO)N1c1ncc(-c2ccccc2)s1 | -0.2
10 | COc1ccccc1-c1cn(CC[C@@H]2CC[C@H](NC(=O)C3CC3)[C@@H](CO)O2)nn1 | 0.7
11 | CO[C@@H]1CN(C)C(=O)c2cc(NC(=O)NC(C)C)ccc2OC[C@@H](C)N(S(C)(=O)=O)C[C@H]1C | 16*
12 | O=C(Cc1cccnc1)N1CC(=O)N2[C@H](CO)[C@H](c3ccc(C4=CCCC4)cc3)[C@@H]2C1 | -2.5
13 | COc1ccc(S(=O)(=O)N(C)C[C@@H]2OCCCC[C@@H](C)Oc3ccc(NC(=O)Cc4ccccc4)cc3C(=O)N([C@H](C)CO)C[C@@H]2C)cc1 | 1.4
14 | C[C@@H]1CCCCO[C@H](CN(C)S(=O)(=O)c2ccc(Cl)cc2)[C@@H](C)CN([C@@H](C)CO)C(=O)c2cc(NC(=O)C3CCCCC3)ccc2O1 | -0.7
15 | C[C@H](NC(=O)C[C@@H]1C=C[C@H](NC(=O)CN2CCOCC2)[C@H](CO)O1)c1ccccc1 | 1.1
16 | CCNC(=O)[C@@H]1[C@@H](CO)[C@@H]2Cn3c(ccc(-c4ccccc4F)c3=O)[C@@H]2N1CC1CC1 | 1.2
17 | O=C([C@@H]1[C@@H](CO)[C@@H]2Cn3c(cccc3=O)[C@@H]2N1C(=O)CC1CC1)N1CCCCC1 | 0.9
18 | COc1ccc(S(=O)(=O)N(C)C[C@@H]2Oc3ccc(N(C)C)cc3C(=O)N([C@@H](C)CO)C[C@@H]2C)cc1 | -3.5
19 | C[C@H]1CN([C@@H](C)CO)C(=O)Cc2cc(NC(=O)Nc3ccc(F)cc3)ccc2O[C@H]1CN(C)C | 0.5
20 | COc1ccc(S(=O)(=O)N(C)C[C@@H]2Oc3c(cccc3N(C)C)C(=O)N([C@@H](C)CO)C[C@H]2C)cc1 | 0.0
21 | Cc1ccc(S(=O)(=O)Nc2ccc3c(c2)CC(=O)N([C@@H](C)CO)C[C@@H](C)[C@@H](CN(C)C(=O)Nc2ccc(C(F)(F)F)cc2)O3)cc1 | -1.1
22 | CO[C@@H]1CN(C)C(=O)c2cc(NC(=O)CC(F)(F)F)ccc2OC[C@H](C)N(C(=O)c2ccccc2F)C[C@@H]1C | 0.1
23 | O=C(Cc1ccccc1)N1C[C@H]2[C@@H](c3ccccc31)[C@@H](CO)N2C(=O)Cc1ccccc1 | -0.4
24 | Cc1ccc(S(=O)(=O)N[C@H]2CC[C@@H](CC(=O)N3CCc4ccccc4C3)O[C@H]2CO)cc1 | 0.1
25 | C[C@H]1CN([C@@H](C)CO)S(=O)(=O)c2ccc(C#CCN(C)C)cc2O[C@H]1CN(C)Cc1ccccc1F | -1.2
26 | CC(C)NC(=O)N1[C@H](C(=O)NC2CCC2)[C@@H](CO)[C@@H]2Cn3c(ccc(-c4ccccc4F)c3=O)[C@@H]21 | 1.9
27 | CCC(=O)N(C)C[C@@H]1Oc2cc(-c3ccccc3OC)ccc2S(=O)(=O)N([C@H](C)CO)C[C@@H]1C | 0.2
28 | C[C@H]1CN([C@@H](C)CO)C(=O)c2cccc(NS(=O)(=O)c3ccc(Cl)cc3)c2O[C@@H]1CN(C)Cc1ccc(-c2ccccc2)cc1 | 1.1
29 | Cc1ccc(S(=O)(=O)Nc2ccc3c(c2)C(=O)N([C@@H](C)CO)C[C@@H](C)[C@@H](CN(C)S(=O)(=O)c2cccs2)OCCCC[C@@H](C)O3)cc1 | 0.6
30 | C=C1CC(c2ccc(-c3ccccc3)cc2)OC1=O (centres undefined) | -0.6
31 | C[C@H]1CN([C@@H](C)CO)C(=O)Cc2cc(NC(=O)Nc3ccc4c(c3)OCO4)ccc2O[C@@H]1CN(C)Cc1ccc(C(F)(F)F)cc1 | 0.0
32 | C[C@H](CO)N1C[C@H](C)[C@H](CN(C)C)Oc2c(NC(=O)c3cnccn3)cccc2C1=O | -0.4
33 | COc1ccc(NC(=O)Nc2cccc3c2O[C@@H](CN(C)C(=O)Nc2c(C)noc2C)[C@@H](C)CN([C@@H](C)CO)C3=O)cc1 | 0.9
34 | Cc1ccc(S(=O)(=O)N2CC[C@@H]3[C@H](CO)Nc4ccc(-c5cccc(C(=O)N(C)C)c5)cc4[C@@H]32)cc1 | -0.5
35 | CC(=O)N(C[C@H]1N[C@H](CO)[C@H]1c1ccc(-c2ccccc2)cc1)C(C)C | 1.7
36 | C[C@@H]1CN([C@H](C)CO)C(=O)CCCn2cc(nn2)CO[C@@H]1CN(C)Cc1ccc(O)cc1 | -3.6
37 | Cc1ccccc1S(=O)(=O)NCC[C@H]1CC[C@H](NS(=O)(=O)c2ccccc2C)[C@H](CO)O1 | 2.0
38 | CC(C)NC(=O)N(C)C[C@H]1Oc2ncc(C#CC3CCCC3)cc2C(=O)N([C@H](C)CO)C[C@@H]1C | 0.4
39 | N#C[C@H]1[C@H](c2ccccc2C2=CCCCC2)[C@@H](CO)N1S(=O)(=O)c1cccc(F)c1 | -2.2
40 | Cc1noc(C)c1NC(=O)Nc1ccc2c(c1)C(=O)N([C@@H](C)CO)C[C@H](C)[C@H](CN(C)Cc1ccc(-c3ccccc3)cc1)O2 | 0.3
41 | O=C(NCC[C@@H]1CC[C@H](NS(=O)(=O)c2cccc(F)c2)[C@@H](CO)O1)C1CCC1 | -8.0
42 | C[C@@H]1CN([C@H](C)CO)C(=O)c2cc(NC(=O)Nc3ccccc3)ccc2O[C@@H](C)CCCCO[C@H]1CN(C)C(=O)Nc1ccc(C(F)(F)F)cc1 | 0.4
43 | O=C(C[C@@H]1C[C@@H]2c3cc(NC(=O)c4ccc5c(c4)OCO5)ccc3O[C@@H]2[C@H](CO)O1)NCC(F)(F)F | 0.9
44 | N#Cc1cccc(-c2ccc([C@H]3[C@H](CO)N4CCCCN(C(=O)Cc5ccccc5)C[C@@H]34)cc2)c1 | 0.7
45 | N#C[C@@H]1[C@H](c2ccc(C3=CCCCC3)cc2)[C@H](CO)N1C(=O)c1cccc(F)c1 | 0.4
46 | COc1ccc(CN(C)C[C@@H]2OCCCC[C@H](C)Oc3ccc(NC(=O)c4ccccc4)cc3C(=O)N([C@@H](C)CO)C[C@@H]2C)cc1 | 0.1
47 | N#C[C@H]1[C@@H](c2ccccc2C2=CCCC2)[C@H](CO)N1S(=O)(=O)c1ccccc1 | -1.7
48 | C[C@@H]1CN([C@H](C)CO)C(=O)c2cc(NC(=O)CCCN(C)C)ccc2O[C@@H](C)CCCCO[C@@H]1CN(C)S(=O)(=O)c1cn(C)cn1 | -0.1
49 | CCCNC(=O)N(C)C[C@@H]1Oc2ncc(C#Cc3ccncc3)cc2C(=O)N([C@@H](C)CO)C[C@@H]1C | -0.3
50 | C[C@H](O)C#Cc1ccc2c(c1)O[C@@H](CN(C)C(=O)Cc1ccccn1)[C@H](C)CN([C@H](C)CO)S2(=O)=O | 0.3
51 | CO[C@@H](CN(C)Cc1cc(F)ccc1F)[C@@H](C)CN([C@H](C)CO)S(=O)(=O)c1ccc(Cl)cc1 | 0.2
52 | C[C@@H]1CN([C@@H](C)CO)C(=O)c2cccc(NS(C)(=O)=O)c2O[C@H]1CN(C)Cc1ccccc1 | -0.9
53 | Cc1ccccc1-c1ccc([C@@H]2[C@@H](CO)N3CCCCN(S(C)(=O)=O)C[C@H]23)cc1 | -0.3
54 | CN(C)CC(=O)N1CC(=O)N2[C@H](CO)[C@@H](c3ccc(-c4ccc(C#N)cc4)cc3)[C@H]2C1 | -3.0
55 | CN1c2ccc(-c3ccccc3)cc2[C@@H]2[C@@H](CCN2C(=O)NC2CCCC2)[C@H]1CO | 0.5
56 | COc1ccc(S(=O)(=O)N2CCCCN3[C@H](C2)[C@H](c2ccc(C#CC(C)C)cc2)[C@@H]3CO)cc1 | 0.6
57 | C[C@@H]1CN([C@H](C)CO)C(=O)Cc2cc(NC(=O)CCCCCC(=O)Nc3ccccc3N)ccc2O[C@H]1CN(C)S(C)(=O)=O | -0.4
58 | CCCC(=O)Nc1ccc2c(c1)OC[C@@H](C)N(C(=O)C1CCCC1)C[C@@H](C)[C@H](OC)CN(C)C2=O | 1.7
59 | C[C@@H]1CN([C@@H](C)CO)S(=O)(=O)c2ccc(/C=C/c3ccccc3)cc2O[C@@H]1CN(C)C(=O)c1ccncc1 | 0.6
60 | CNC[C@@H]1OCCCC[C@@H](C)Oc2ccc(NC(=O)C3CCCCC3)cc2C(=O)N([C@@H](C)CO)C[C@H]1C | 0.1

4 records drawn at random from the list so far, as already listed:
no. | smiles | TcdB inh
59 | C[C@@H]1CN([C@@H](C)CO)S(=O)(=O)c2ccc(/C=C/c3ccccc3)cc2O[C@@H]1CN(C)C(=O)c1ccncc1 | 0.6
56 | COc1ccc(S(=O)(=O)N2CCCCN3[C@H](C2)[C@H](c2ccc(C#CC(C)C)cc2)[C@@H]3CO)cc1 | 0.6
49 | CCCNC(=O)N(C)C[C@@H]1Oc2ncc(C#Cc3ccncc3)cc2C(=O)N([C@@H](C)CO)C[C@@H]1C | -0.3
50 | C[C@H](O)C#Cc1ccc2c(c1)O[C@@H](CN(C)C(=O)Cc1ccccn1)[C@H](C)CN([C@H](C)CO)S2(=O)=O | 0.3

The list continues.
no. | smiles | TcdB inh
61 | OC[C@H]1[C@H](c2ccc(-c3cccnc3)cc2)[C@@H]2CN(CC3CCOCC3)CCCCN12 | -0.2
62 | COc1ccc(NC(=O)N(C)C[C@H]2OCCCC[C@@H](C)Oc3ccc(NC(=O)CCCN(C)C)cc3C(=O)N([C@@H](C)CO)C[C@@H]2C)cc1 | 0.9
63 | CN1C(=O)c2cc(NC(=O)Cc3cccs3)ccc2OC[C@@H]2O[C@H](CC(=O)NCCc3ccncc3)CC[C@H]21 | -1.2
64 | CC(C)(C)S(=O)N1Cc2cc(C(=O)Nc3ccc(-c4ccccc4)cc3)nc(-c3cccc(-c4cccc(F)c4)c3)c2[C@@H]1CCO (some centres undefined) | -0.9
65 | COc1ccc(NC(=O)N(C)C[C@H]2OCCCC[C@H](C)Oc3ccc(NS(=O)(=O)c4ccccc4)cc3C(=O)N([C@H](C)CO)C[C@@H]2C)cc1 | -0.9
66 | COc1ccc(NC(=O)N(C)C[C@H]2Oc3ccc(NC(=O)NC(C)C)cc3CC(=O)N([C@H](C)CO)C[C@H]2C)cc1 | 0.0
67 | COc1ccccc1NC(=O)N[C@@H]1CC[C@H](CCn2cc(-c3ccccc3OC)nn2)O[C@H]1CO | -3.5
68 | COCCNC(=O)C[C@H]1CC[C@@H]2[C@H](COC[C@@H](O)CN2S(=O)(=O)c2ccccc2C)O1 | 1.4
69 | COc1ccc(CN(C)C[C@@H]2Oc3ccc(NC(=O)Nc4ccc(C(F)(F)F)cc4)cc3C(=O)N([C@@H](C)CO)C[C@H]2C)cc1 | 0.1
70 | COc1ccc(NC(=O)N(C)C[C@@H]2Oc3c(NS(C)(=O)=O)cccc3C(=O)N([C@H](C)CO)C[C@H]2C)cc1 | 0.6
71 | Cc1ccc(S(=O)(=O)Nc2cccc3c2O[C@@H](CN(C)C(=O)Nc2ccc4c(c2)OCO4)[C@@H](C)CN([C@H](C)CO)C3=O)cc1 | -0.6
72 | COc1ccc(NC(=O)Nc2ccc3c(c2)C(=O)N([C@H](C)CO)C[C@H](C)[C@@H](CN(C)C(=O)C2CCCCC2)OCCCC[C@@H](C)O3)cc1 | -7.2
73 | CN1C(=O)c2cc(NC(=O)Nc3ccccc3)ccc2OC[C@@H]2O[C@H](CC(=O)NC3CCC3)CC[C@@H]21 | -4.1
74 | O=C(C[C@H]1CC[C@@H](NC(=O)C2CCC2)[C@@H](CO)O1)NC1CCC1 | 0.9
75 | CN(C)C(=O)c1cccc(-c2ccc([C@H]3[C@H]4CN(C(=O)C5CCCC5)CC(=O)N4[C@H]3CO)cc2)c1 | 0.4
76 | Cc1ccccc1S(=O)(=O)N1[C@H](CO)[C@@H](c2ccc(C#CC3CC3)cc2)[C@@H]1C#N | -0.1
77 | C[C@@H]1CN([C@H](C)CO)S(=O)(=O)c2ccc(/C=C/c3ccccc3)cc2O[C@H]1CN(C)C | 2.9
78 | C[C@@H]1CCCCO[C@@H](CN(C)Cc2ccccc2)[C@@H](C)CN([C@H](C)CO)C(=O)c2cc(NC(=O)CCC(F)(F)F)ccc2O1 | -7.9
79 | C[C@@H]1CCCCO[C@@H](CN(C)CC2CC2)[C@@H](C)CN([C@H](C)CO)C(=O)c2cc(NS(=O)(=O)c3ccc(F)cc3)ccc2O1 | 0.8
80 | O=C(c1ccccc1F)N1CC(=O)N2[C@H](CO)[C@@H](c3ccc(-c4ccc(F)cc4)cc3)[C@H]2C1 | 0.0

An excerpt from the list above, as a working copy:
no. | smiles | TcdB inh
78 | C[C@@H]1CCCCO[C@@H](CN(C)Cc2ccccc2)[C@@H](C)CN([C@H](C)CO)C(=O)c2cc(NC(=O)CCC(F)(F)F)ccc2O1 | -7.9
79 | C[C@@H]1CCCCO[C@@H](CN(C)CC2CC2)[C@@H](C)CN([C@H](C)CO)C(=O)c2cc(NS(=O)(=O)c3ccc(F)cc3)ccc2O1 | 0.8
80 | O=C(c1ccccc1F)N1CC(=O)N2[C@H](CO)[C@@H](c3ccc(-c4ccc(F)cc4)cc3)[C@H]2C1 | 0.0

High-throughput results from PubChem BioAssay.
